# Assay outcomes as filed in PubChem BioAssay.
# EphB4 ephrin blk: antagonists of human EphB4-ephrin-B2 interaction; inhibition, % at 7 µM; AID 720; EphB4 LBD / TNYL-RAW-Alexa532 peptide, fluorescence polarization; actives 0.15% (n = 97,000);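 active = inhibition above the screen-wide mean inhibition plus 3 SD, cut at about 15% in these data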;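 also: 0% = DMSO wells and 100% = excess unlabeled TNYL-RAW peptide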
# Target sequence (P54760 whole entry, looked up, the tested form may be a part): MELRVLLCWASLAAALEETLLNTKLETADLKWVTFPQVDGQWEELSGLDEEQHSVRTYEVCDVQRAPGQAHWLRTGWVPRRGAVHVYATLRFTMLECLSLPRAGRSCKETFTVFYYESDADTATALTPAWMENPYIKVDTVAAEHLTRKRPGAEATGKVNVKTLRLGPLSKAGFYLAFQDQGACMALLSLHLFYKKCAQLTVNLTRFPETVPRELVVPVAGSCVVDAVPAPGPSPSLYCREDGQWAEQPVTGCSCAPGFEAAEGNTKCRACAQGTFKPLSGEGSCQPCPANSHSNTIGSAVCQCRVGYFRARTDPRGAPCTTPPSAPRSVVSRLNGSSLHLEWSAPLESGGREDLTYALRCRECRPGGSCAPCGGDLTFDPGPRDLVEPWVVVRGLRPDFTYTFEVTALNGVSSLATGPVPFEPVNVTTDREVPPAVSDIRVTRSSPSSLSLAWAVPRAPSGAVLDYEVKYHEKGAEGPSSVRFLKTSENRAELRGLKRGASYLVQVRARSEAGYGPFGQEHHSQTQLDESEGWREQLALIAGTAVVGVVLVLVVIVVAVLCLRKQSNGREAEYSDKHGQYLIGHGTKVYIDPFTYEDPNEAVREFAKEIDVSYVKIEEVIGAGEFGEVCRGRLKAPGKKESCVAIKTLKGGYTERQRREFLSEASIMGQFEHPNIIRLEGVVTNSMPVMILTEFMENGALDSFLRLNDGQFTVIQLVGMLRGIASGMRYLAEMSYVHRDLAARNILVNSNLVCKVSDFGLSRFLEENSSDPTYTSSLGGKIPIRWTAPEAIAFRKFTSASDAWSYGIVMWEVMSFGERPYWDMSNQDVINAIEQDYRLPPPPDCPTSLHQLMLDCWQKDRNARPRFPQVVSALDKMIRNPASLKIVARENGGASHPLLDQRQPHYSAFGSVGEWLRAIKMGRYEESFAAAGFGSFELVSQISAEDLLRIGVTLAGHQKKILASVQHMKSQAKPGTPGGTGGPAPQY
# Pyk2 oligo antag: antagonists of human Pyk2 oligomerization. AID 1347419. actives 0.83% (n = 99,000). Q14289. Q293 cells, Pyk2 FERM NanoBiT luminescence; stronger effect = lower value. z-score (the deposit names both 25 µM and 10 µM);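 active = Z-score of -3 or lower, scaled per plate to the spread of control and sample wells; inactive = z-score above -3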;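 also: negative z-score means lost luminescence so less FERM oligomerization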
# LYP act: activators of human LYP (PTPN22) phosphatase | Q9Y2R2 | actives 0.11% (n = 96,000) | activation, % at 2 µM | recombinant LYP, DiFMUP fluorescence; 0 = plate median, 100 = signal doubled;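 active = activation at 2 µM above a set limit, the mean plus 5 SD, cut at about 37% in these data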
# PLK1 PBD inh: Plk1 (human) PBD binding inhibition | Plk1 PBD phosphopeptide binding, fluorescence polarization | AID 693 | inhibition, %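 (tested at about 20 µM)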 | P53350 | actives 0.13% (n = 97,000); in the data active = inhibition above about 34%, passing the limit was not always enough
# FAK inh: blocks human focal adhesion kinase activity. biochemical FAK kinase activity assay. inhibition, %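 (tested at 7 µM)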. actives 0.84% (n = 97,000). Q05397; in the data active = inhibition above about 19%;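 also: 0% = DMSO and 100% = reference compound high control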
# PLK1 inh: blocks human PLK1 kinase activity. P53350. recombinant PLK1 kinase, TR-FRET peptide phosphorylation. inhibition, % at 10 µM. actives 0.53% (n = 97,000). AID 619;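 active = inhibition of 50% or more in the single-concentration screen; inactive = inhibition below 50%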;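 also: 0% = DMSO max control and 100% = H-89 dihydrochloride min control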
# HIV Rev-RRE inh: inhibitors of HIV-1 Rev-RRE RNA interaction; AID 704; inhibition, % at 8 µM; Rev peptide-RRE RNA binding, FRET; actives 0.79% (n = 97,000); P05866;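 active = inhibition above the screen-wide mean plus 3 SD, cut at about 35% in these data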;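 also: 0% = median DMSO wells and 100% = median Neomycin B control wells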
# Target sequence (P05866 whole entry, looked up): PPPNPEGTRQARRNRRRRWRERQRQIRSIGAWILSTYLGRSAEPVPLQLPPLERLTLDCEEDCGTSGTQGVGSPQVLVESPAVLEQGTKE
#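 Test system – labelled RRE RNA duplex and labelled Rev peptide · Reagent – labelled Rev peptide · Doses – one concentration, 8 µM nominal · Incubation – 5 + 15 min at 25 °C · Signal – FRET fluorescence readout · Read-out basis – % inhibition of FRET ratio versus controls · Control set – DMSO wells as 0% and neomycin B wells as 100% inhibition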
# cytoskel mod: cytoskeleton assembly modification; HUVEC TNFa F-actin phalloidin imaging, high content; inhibition, % at 2 µM; actives 0.18% (n = 91,000); AID 836;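 active = inhibition above the batch mean plus 3 SD and confirmed as a hit by visual image inspection, cut at about 30% in these data, passing the limit was not always enough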; also: strong numbers were not always called active
# LYP inh 2: blocks human PTPN22 phosphatase activity. inhibition, % at 2 µM. recombinant LYP catalytic domain, DiFMUP fluorescence. actives 0.21% (n = 96,000);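 active = inhibition at 2 µM at or above a set limit, the screen mean plus 3 SD, cut at about 24% in these data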;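 also: 0% = DMSO with enzyme and 100% = enzyme fully blocked by orthovanadate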
# Starred values were filed as active, the others as inactive; . = no result given.
cpd	smiles	EphB4 ephrin blk	Pyk2 oligo antag	LYP act	PLK1 PBD inh	FAK inh
1	O=C(CC1CCCCC1)NCCCN1CCOCC1	-1	-0.33	0	4	-2
2	NC1CCCCC1N=Cc1c(O)n(CCc2ccc(F)cc2)c(=O)[nH]c1=O (stereo not given)	2	-0.01	-9	6	-6
3	COc1ccc(/C=N/NC(=O)c2cc(C34CC5CC(CC(C5)C3)C4)[nH]n2)cc1O	-10	-1	10	-27	1
4	COc1ccc(/C=C/C(=O)NC(=S)NNC(=O)Cc2cccs2)cc1OC	-39	0.2	-4	-18	-1
5	CCCc1cc(C(=O)NNC(=S)NCc2ccccc2)cs1	1	2.3	-8	-5	3
6	Cc1snc2sc(C(=O)c3ccc(Br)cc3)c(N)c12	11	-1.4	-4	-9	12
7	Cc1ccc(S(=O)(=O)NC(C)(C)CSc2nncn2C)cc1	-8	1.6	-5	3	-2
8	COc1ccc(C(=O)OCC(=O)NCc2ccco2)cc1S(=O)(=O)N1CCN(c2cccc(Cl)c2)CC1	4	-1	-6	-5	0
9	Cc1ccc(C2c3c(oc4ccccc4c3=O)C(=O)N2CCCN2CCOCC2)o1 (stereo not given)	4	0.11	-8	-19	1
10	O=C1CC(NCc2ccncc2)C(=O)N1c1ccccc1 (stereo not given)	-6	0.03	-9	-18	-1

cpd	PLK1 inh	HIV Rev-RRE inh	cytoskel mod	LYP inh 2
1	-13	8	-3	1
2	-14	6	39	6
3	-6	6	2	-4
4	-19	7	-11	6
5	-11	7	-5	10
6	-3	9	.	5
7	-11	7	-3	7
8	-13	5	18	6
9	-11	1	-2	9
10	-6	7	0	7

# The listing continues:
cpd	smiles	EphB4 ephrin blk	Pyk2 oligo antag	LYP act	PLK1 PBD inh	FAK inh
11	O=C(CSC1=NCCS1)N1CCc2ccccc21	-7	-0.18	-2	4	1
12	CC(C)CCNC(=O)c1cccc(S(=O)(=O)N2CCc3ccccc32)c1	0	-0.9	-6	-14	1
13	CC(C)CCNC(=O)C1CCN(c2nnc(-n3cccc3)s2)CC1	-2	.	-2	26	-1
14	CCOC(=O)C(C(C)=O)c1c(Br)c(O)c(O)c2c(C(=O)c3ccc(C)cc3)coc12 (stereo not given)	5	-2.6	-10	-18	4
15	N#Cc1ccc(C(c2nnnn2C2CCCC2)N2CCC(Cc3ccccc3)CC2)cc1 (stereo not given)	0	-1.1	-7	-20	-2
16	COc1ccccc1N(CN1C(=O)c2ccccc2C1=O)C(=O)c1cccnc1	-11	-0.5	0	7	-7
17	CCCNC(=O)c1ccc(Cl)c(Cl)c1	7	-0.21	1	-5	-3
18	Cc1cccnc1Nc1nc(-c2ccccn2)cs1	1	-0.94	-2	3	1
19	COc1ccc(-c2cn[nH]c2N)cc1	-2	-0.26	31	1	6
20	COc1cccc(C(NC(=O)c2ccccc2F)NC(=O)c2ccccc2F)c1	-6	-1.1	-2	43	2

cpd	PLK1 inh	HIV Rev-RRE inh	cytoskel mod	LYP inh 2
11	-10	3	14	-1
12	-4	16	-6	8
13	-10	0	-12	2
14	-7	3	-20	8
15	-5	9	23	8
16	-5	3	11	-3
17	0	6	23	2
18	1	6	-4	4
19	18	6	4	-35
20	-13	6	10	7

# An excerpt of these results, with tabs:
cpd	compound	EphB4 ephrin blk	Pyk2 oligo antag	LYP act	PLK1 PBD inh	FAK inh	PLK1 inh	HIV Rev-RRE inh	cytoskel mod	LYP inh 2
11	O=C(CSC1=NCCS1)N1CCc2ccccc21	-7	-0.18	-2	4	1	-10	3	14	-1
12	CC(C)CCNC(=O)c1cccc(S(=O)(=O)N2CCc3ccccc32)c1	0	-0.9	-6	-14	1	-4	16	-6	8
13	CC(C)CCNC(=O)C1CCN(c2nnc(-n3cccc3)s2)CC1	-2	.	-2	26	-1	-10	0	-12	2
14	CCOC(=O)C(C(C)=O)c1c(Br)c(O)c(O)c2c(C(=O)c3ccc(C)cc3)coc12 (stereo not given)	5	-2.6	-10	-18	4	-7	3	-20	8
15	N#Cc1ccc(C(c2nnnn2C2CCCC2)N2CCC(Cc3ccccc3)CC2)cc1 (stereo not given)	0	-1.1	-7	-20	-2	-5	9	23	8
16	COc1ccccc1N(CN1C(=O)c2ccccc2C1=O)C(=O)c1cccnc1	-11	-0.5	0	7	-7	-5	3	11	-3
17	CCCNC(=O)c1ccc(Cl)c(Cl)c1	7	-0.21	1	-5	-3	0	6	23	2
18	Cc1cccnc1Nc1nc(-c2ccccn2)cs1	1	-0.94	-2	3	1	1	6	-4	4
19	COc1ccc(-c2cn[nH]c2N)cc1	-2	-0.26	31	1	6	18	6	4	-35
20	COc1cccc(C(NC(=O)c2ccccc2F)NC(=O)c2ccccc2F)c1	-6	-1.1	-2	43	2	-13	6	10	7

# Continued:
cpd	smiles	EphB4 ephrin blk	Pyk2 oligo antag	LYP act	PLK1 PBD inh	FAK inh
21	CCOC(=O)c1c(C)c(C(=O)NCCc2ccc(S(N)(=O)=O)cc2)c(C)n1CC	6	-0.07	-2	25	0
22	O=c1nc(N2CCCCCC2)nc(N2CCCCCC2)[nH]1	-1	0.33	5	-27	-7
23	O=C(NC1CCCCC1)c1cccc(COCC(F)(F)F)c1	-2	0.59	0	-6	3
24	COc1ccc(N(CC(=O)NC2CCCC2)C(=O)Cn2nnc(-c3ccc(F)cc3)n2)cc1OC	-3	1.5	-4	2	-3
25	O=C1CCCC2=C1C1(O)C(=O)c3ccccc3C1(O)O2 (stereo not given)	-2	2.8	3	-5	0
26	Cc1sc2ncnc(NCC(c3ccco3)N(C)C)c2c1C (stereo not given)	-4	1	3	31	4
27	Cc1cnc(C(=O)OCC(=O)c2csc(N3CCCCC3)n2)cn1	-3	1	-11	1	9
28	CCC1(C)Cc2c(C#N)c(N)n(-c3ccccc3)c(=O)c2CO1 (stereo not given)	-3	0.23	-8	11	4
29	O=C(OCc1csc(-c2ccccc2)n1)c1cccs1	6	0.03	-4	-15	0
30	COC(=O)Nc1ccc(S(=O)(=O)Nc2ccc(C)cc2)cc1	3	.	-3	6	-4

cpd	PLK1 inh	HIV Rev-RRE inh	cytoskel mod	LYP inh 2
21	-9	6	-25	-1
22	21	6	31	-1
23	-1	0	3	2
24	-16	4	25	2
25	-1	5	8	-4
26	-4	9	-8	-1
27	-9	5	46	8
28	-8	6	-15	10
29	-7	14	15	3
30	-13	0	22	3

# The list goes on.
cpd	smiles	EphB4 ephrin blk	Pyk2 oligo antag	LYP act	PLK1 PBD inh	FAK inh
31	CCOc1ccc(CNc2ccc3c(c2)nc(C)n3C)cc1	0	-1.1	-2	-17	3
32	COc1ccc(N2CCN(C3CC(=O)N(Cc4ccc(N5CCCC5=O)cc4)C3=O)CC2)cc1 (stereo not given)	-11	2	2	-12	0
33	COc1ccc(OC)c(S(=O)(=O)Nc2cccnc2)c1	5	0.19	3	-4	-2
34	Cc1ccc(C(O)c2cccnc2)o1 (stereo not given)	-4	1.6	10	17	-4
35	C=CCNC(=O)C12CC3CC(C1)CC(C(=O)NCC=C)(C3)C2	0	0.94	5	-5	0
36	COCCN1CN(S(=O)(=O)c2ccc(Cl)cc2)c2nc3ccccc3nc21	1	0.21	-2	-11	-5
37	O=C(CSc1nc2c(sc3ccccc32)c(=O)n1CCc1ccccc1)NCc1ccco1	-4	-1	-8	-2	2
38	COc1ccc(CCNC(=O)c2ccco2)cc1	6	0.23	-7	-12	5
39	N#CC1=C(N)N(c2ccccc2)C(c2cccc([N+](=O)[O-])c2)C1(C#N)C#N (stereo not given)	4	-0.87	-9	-10	8
40	Cc1ccc2cc(CCNC(=O)c3ccc(Br)o3)c(=O)[nH]c2c1	5	-0.08	-2	2	9

cpd	PLK1 inh	HIV Rev-RRE inh	cytoskel mod	LYP inh 2
31	-11	3	-35	6
32	-11	-1	-17	-4
33	-11	5	-15	-5
34	-4	8	15	-11
35	-9	3	0	-11
36	-5	6	.	3
37	-4	1	7	7
38	-15	9	12	7
39	-7	2	21	12
40	-6	3	.	-1

# Next records follow:
cpd	smiles	EphB4 ephrin blk	Pyk2 oligo antag	LYP act	PLK1 PBD inh	FAK inh
41	Nc1cc(=O)[nH]c(SCC(=O)NCC2CCCO2)n1 (stereo not given)	4	0.15	-7	-4	-2
42	Cc1cc(NC(=O)CCC(=O)N(CC(=O)NC2CCCC2)Cc2ccc(F)cc2)no1	5	1.4	-2	2	-1
43	CCOCc1cnc(C)nc1NCC(=O)c1c(C)[nH]c2ccc(OC)cc12	-6	2.7	-6	27	1
44	CC1(C)Cc2cccc(OCC(O)CN3CCN(c4ccccn4)CC3)c2O1 (stereo not given)	-5	-0.33	0	-17	2
45	O=C(NC1CCCC1)C(c1ccncc1)N(Cc1ccccc1)C(=O)Cc1cccs1 (stereo not given)	4	0.43	0	24	-1
46	COc1cccc(CN(C(=O)c2ccco2)C(C(=O)NC2CCCC2)c2cccnc2)c1 (stereo not given)	-1	-0.01	-16	12	2
47	CCOC(=O)c1c(C)[nH]c(C(=O)CSc2nnc(-c3ccncc3)n2CC)c1C	0	1.1	-6	-20	2
48	N#Cc1cc(Oc2ccc(Cl)cc2)c(N2CCOCC2)cc1C#N	4	-1.3	-1	-6	-1
49	O=C(O)COc1ccc(C(=O)Cc2ccc3c(c2)OCCCO3)c(O)c1	-2	2.7	2	-11	-7
50	O=C(CSc1nc2cc(S(=O)(=O)N3CCOCC3)ccc2o1)NC1CCCc2ccccc21 (stereo not given)	-5	-0.22	0	8	0

cpd	PLK1 inh	HIV Rev-RRE inh	cytoskel mod	LYP inh 2
41	-5	2	-9	7
42	-14	2	6	1
43	-15	-4	2	8
44	-8	4	-3	3
45	-18	-2	12	3
46	-16	-1	30	14
47	-4	4	-9	4
48	-4	13	5	-1
49	-2	4	0	-5
50	-14	3	5	0

# The list continues.
cpd	smiles	EphB4 ephrin blk	Pyk2 oligo antag	LYP act	PLK1 PBD inh	FAK inh
51	CCN(c1ccccc1)S(=O)(=O)c1cccc(C(=O)O)c1	11	-0.32	7	18	-2
52	COC(=O)c1cc(COC(=O)c2cccnc2SC)oc1C	-7	-0.95	8	-5	-4
53	N#Cc1c(NCCCO)nc(NCc2ccccc2)c2c1CCN(Cc1ccccc1)C2	1	-0.24	-1	-12	2
54	C=CCOc1c(Cl)cc(CNc2ccc(N(C)C)cc2)cc1OC	5	-0.49	1	10	12
55	COc1ccc(N2CCN(C(=O)CSc3nnc4c(C)cc5ccc(C)c(C)c5n34)CC2)cc1	2	0.03	-10	-21	-7
56	COc1cccc(C(=O)N/N=C/c2cn[nH]c2-c2ccc(OC)cc2OC)c1	9	0.87	10	5	-3
57	O=C(Cn1cnc2c(nnn2Cc2ccc(Cl)cc2)c1=O)OCc1ccccc1	6	0.2	2	12	1
58	O=C(COc1ccc(S(=O)(=O)N2CCc3ccccc32)cc1Cl)NCc1ccccn1	4	0.38	8	10	0
59	O=C(/C=C/c1ccc(-c2ccccc2[N+](=O)[O-])o1)c1ccc(F)cc1	-1	-1	1	8	-2
60	O=c1cc(CO)oc(CN2CCN(Cc3ccccc3)CC2)c1O	4	-0.57	-2	18	2
61	COCCNC(=O)CN(C(=O)Cn1nnc2ccccc21)c1ccc(F)c(Cl)c1	-3	0.74	6	-1	3
62	O=C(CSc1ncccn1)c1ccccc1Br	8	0.56	-6	-9	-6

cpd	PLK1 inh	HIV Rev-RRE inh	cytoskel mod	LYP inh 2
51	-4	1	12	-10
52	-13	13	8	-8
53	-5	2	21	1
54	3	-22	-16	3
55	2	4	10	13
56	2	-2	22	-7
57	-15	4	-5	-3
58	-7	5	-21	-4
59	-2	10	9	1
60	-5	11	.	3
61	-6	-1	.	-1
62	-2	9	-14	8
